High-throughput results (PubChem BioAssay)
ATXN2 expr inh = ATXN2 expression inhibition; HEK-293 ATXN2-luciferase reporter, luminescence, 24 h; Potency, µM (titrated, usually from 57 µM), for inactives: top-dose activity change, negative = inhibition, actives largely listed as inhibitors; actives 0.72% (n = 360,000); AID 1745845; also: potency is read from the fitted curve at half-maximal effect; % is scaled to controls: 0 for no effect and ±100 for the full control effect; nearly all actives have a fitted effect of over 55% in size
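ATXN2-luciferase reporter cells (luciferase flanked by upstream and downstream ATXN2 gene portions) were treated 24 h at 37 °C with compounds at up to 57 uM. SteadyGlo luminescence gave expression; GF-AFC fluorescence gave viability.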
MCF10A rereplic = DNA re-replication induction in MCF 10a cells. MCF 10A DNA re-replication, Hoechst nuclear intensity, 48 h. Potency, µM (top dose mostly 46.1 µM), for the others: top-dose activity, positive = re-replication, actives largely listed as activators. actives 2.9% (n = 350,000). AID 624296; also: potency is read from the fitted curve at half-maximal effect; % of control where 0% means no effect; nearly all actives have a fitted effect of over 50% in size
HepG2 tox = kills HepG2 cells in TGF-b inhibitor counter-screen | Potency, µM (top dose mostly 46.1 µM), for inactives: at the highest dose activity change, negative = cytotoxicity, hits mostly cytotoxic | HepG2 CAGA-GFP viability, ATP luminescence, 18 h | AID 588856 | actives 0.76% (n = 410,000); also: potency is read from the fitted curve at half-maximal effect; some results filed as inactive show a strong effect at the top dose
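CellTiter-Glo luminescence gave cytotoxicity after 18 hours at 37 degrees C. The cells were HepG2 CAGA-GFP in 1% FBS DMEM, stimulated with 500 pg/mL TGF-beta after compound addition. %Activity was normalised to no-cell wells (complete cell-killing) and DMSO (no toxicity), and curves were fitted and classified.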
SW480 rerep = DNA re-replication induction in SW480 cells; SW480 DNA re-replication, Hoechst DNA content imaging, 48 h; Potency, µM (series often up to 46.1 µM), inactives show at the highest dose re-replication activation, usual class: activators; actives 1.8% (n = 340,000); AID 624297; also: potency is read from the fitted curve at half-maximal effect; % of control where 0% means no effect; nearly all actives have a fitted effect of over 55% in size
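Readout is total intensity of Hoechst-stained nuclei, excited at 405 nm and collected at 500-530 nm. Compound treatment lasted 48 hr at 37 C in 5% CO2 before staining.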
ATXN viability = viability counter-screen for ATXN expression inhibitors. Potency, µM (titrated, usually from 56.7 µM), actives largely listed as cytotoxic. S2 cells (HEK-293 line with an ATXN2-luciferase reporter) viability, CellTiter-Fluor protease fluorescence, 24 h. AID 651635. actives 0.49% (n = 400,000); also: potency is read from the fitted curve at half-maximal effect; nearly all actives have a fitted effect of over 40% in size
HT1080-NT tox = kills 2HG-producing HT-1080-NT fibrosarcoma cells. Potency, µM (series often up to 46.1 µM), for inactives: at the highest dose activity, negative = less viability, hits mostly cytotoxic. HT-1080-NT fibrosarcoma viability, CellTiter-Glo ATP luminescence, 48 h. actives 1.6% (n = 360,000);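 also: NT is the 2HG producing partner of a matched IDH1 knockdown line; potency is read from the fitted curve at half-maximal effect; 0% = DMSO-treated cells and -100% = media-only wells without cells; nearly all actives have a fitted effect of over 55% in size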
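Compounds were tested in concentration-response format on HT-1080-NT cells for 48 hours at 37 degrees C. Cell viability came from CellTiter-Glo luminescence; curves were classified by r2, response magnitude and activity.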
IL-1B inflam inh = inhibitors of inflammasome signaling (IL-1 beta secretion). THP-1 LPS/ATP IL-1B secretion, AlphaLISA, 16 h; hits give low values. activity change, % at 57.5 µM. actives 4.7% (n = 360,000). AID 743279; in the data active = activity change below about -50%; inconclusive = mostly about -30% to -49%; also: % is scaled to controls: 0 for no effect and ±100 for the full control effect
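THP-1 cells pretreated 1 hr with compounds (up to 57.5 uM final), then stimulated with LPS (250 ng/mL final) plus ATP (1.25 mM final); secreted IL-1B measured by AlphaLISA after 16 hr, decreased signal indicating inhibition.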
KB-3-1 tox = kills parental KB-3-1 adenocarcinoma cells. KB-3-1 viability, CellTiter-Glo ATP luminescence, 72 h. Potency, µM (highest dose often 46.1 µM), inactives show top-dose activity change, negative = cytotoxic, most hits filed as cytotoxic. actives 1.4% (n = 400,000). AID 1347075; also: potency is read from the fitted curve at half-maximal effect; % is scaled to controls: 0 for no effect and ±100 for the full control effect; nearly all actives have a fitted effect of over 60% in size
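Here the drug-naive KB-3-1 line serves as comparator for MDR sub-line selectivity; cells received compound titrations, 72 h at 37 °C, then CellTiter-Glo readout.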
HT1080 IDH1KD tx = toxicity to HT-1080 IDH1 knockdown cells (counter line); Potency, µM (top dose mostly 46.1 µM), inactives show top-dose activity, negative = toxicity, actives largely listed as cytotoxic; actives 2% (n = 360,000); HT-1080 IDH1 knockdown viability, ATP luminescence, 48 h;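 also: potency is read from the fitted curve at half-maximal effect; 0% = DMSO wells and -100% = cell-free medium wells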
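% activity derives from luminescence (CellTiter-Glo), normalised to DMSO and no-cell wells. HT-1080-IDH1KD cells, 750/well, had 48 h compound exposure at 37 °C.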
* = called active by the depositor; i = inactive; ? = inconclusive; . = no result given; [ ] = dose if it differs, or a comment. Unless noted, calls follow the shape of the dose curve; as a rule, active = well fitted curve in the direction sought with a large enough effect; inconclusive = small, poorly fitted or top-dose-only effect, or another doubt; inactive = no such curve, though single readings can be large; an effect the other way counts as inactive or inconclusive.

SMILES	ATXN2 expr inh	MCF10A rereplic	HepG2 tox	SW480 rerep	ATXN viability	HT1080-NT tox	IL-1B inflam inh	KB-3-1 tox	HT1080 IDH1KD tx
CC(C)NC(=O)c1onc(CSc2nc3ccccc3[nH]2)c1C(=O)NC(C)C	-3%	-3%	1%	?	i	-3%	-3	0%	10%
CSc1nsc(NC(=O)Nc2ccccc2)n1	-22%	?	-57%	-12%	i	?	0	?	?
Cc1c(NC(=O)COC(=O)/C=C/c2cccc(F)c2)c(=O)n(-c2ccccc2)n1C	.	.	1%	.	.	7%	-1	2%	0%
OC(CNCc1ccc(F)cc1)(c1ccc(F)cc1)c1ccc(F)cc1	.	?	-81%	26%	.	-27%	-55*	?	-23%
O=C(CSCCNS(=O)(=O)c1ccccc1)Nc1ccccc1	1%	0%	11%	-2%	i	10%	17	18%	6%
O=C(NC(c1ccc(-c2ccccc2)cc1)c1cnccn1)C1CCN(Cc2ccc3c(c2)OCO3)CC1 (stereo unspecified)	?	.	-93%	.	32µM*	13µM*	-26	?	10µM*
COc1ccc2c(CC(=O)N3CCN(S(=O)(=O)c4ccc(F)cc4)CC3)coc2c1	-11%	2%	-4%	10%	i	2%	0	4%	4%
CC(C)c1ccc(-c2nc(C(N)=O)c3c(n2)n(-c2ccc4c(c2)OCO4)c(=O)n3C)cc1	7%	.	0%	.	i	.	.	?	.
COc1cccc(-c2nc3n(n2)C(c2ccccc2Cl)C(C(N)=O)=C(C)N3)c1 (stereo unspecified)	4%	7%	-15%	-1%	i	-6%	-18	-27%	-1%
COc1ccccc1COc1ccc2c(C)c(CC(=O)O)c(=O)oc2c1C	2%	-9%	-4%	-8%	i	12%	6	10%	8%
COc1ccc(-n2c(C)nc3cc(C(=O)NC4CCCCCC4)ccc32)cc1	3%	.	-42%	.	i	.	.	2%	.
Cc1cc(=O)oc(C)c1C(=O)O	-8%	-31%[inhibitor]	-17%	1%	i	10%	6	-20%	10%
CCn1c(C)nc2c(=O)oc3ccccc3c21	11%	-1%	8%	-9%	i	0%	-5	1%	-1%
Cc1cc(C)n(-c2ccc(F)cc2CN2CCN(Cc3ccccc3)C(CCO)C2)n1 (stereo unspecified)	-7%	-1%	-3%	-7%	i	-8%	4	0%	-1%
CC(Cc1c[nH]c2ccccc12)NC(=O)OCCCl (stereo unspecified)	-11%	-3%	-6%	-18%	i	5%	-8	3%	0%
O=C(C1=C[C@@H](c2ccc3c(c2)OCO3)C[C@@H](OCCCCO)O1)N1CCOCC1	9%	?	3%	-16%	i	11%	45	0%	1%
COc1ccc(NC(=S)N2CCC(c3nc4ccc(Cl)cc4[nH]3)CC2)c(OC)c1	-24%	?	-47%	-4%	?	5%	-11	1%	?
COC(=O)c1cccc(OCC(O)Cn2ccnc2)c1 (stereo unspecified)	-1%	1%	-29%	0%	i	1%	-1	2%	-1%
Cc1cc(C)cc(OCC(=O)N(Cc2ccco2)c2c(N)n(Cc3ccccc3)c(=O)[nH]c2=O)c1	.	16%	0%	-17%	i	2%	8	1%	9%
CCCCNC(=O)c1c(C)cc(=O)oc1C	3%	1%	0%	-21%	i	13%	-5	10%	-16%
O=C(O)c1ccc(Cl)c(S(=O)(=O)N(Cc2ccccc2)c2ccc(F)cc2)c1	-13%	?	1%	2%	i	-3%	13	-4%	-7%
Cn1cc(C(=O)C(=O)N2CCOCC2)c2ccccc21	-11%	?	-26%	-7%	i	-4%	0	21%	0%
Cc1ccccc1OCCC(=O)Nc1ccc(N2CCOCC2)cc1N1CCOCC1	2%	4%	5%	-8%	?	3%	-5	5%	1%
OC(c1ccc(Cl)cc1)c1ncc(-c2cccc(C(F)(F)F)c2)[nH]1 (stereo unspecified)	?	.	10µM*	.	i	?	?	?	?
O=C(NC1CC1)C1Nc2ccc(OC(F)(F)F)cc2C2C=CCC12 (stereo unspecified)	8%	?	-18%	-7%	i	0%	19	?	-6%
CCN1C(=O)[C@@H]2[C@@H](c3ccc(-c4ccccc4)cc3)N3CCC[C@@]3(C(=O)OC)[C@@H]2C1=O	-2%	5%	8%	5%	i	39%	-3	-7%	-4%
CC(NC(=O)C1CCN(C(=O)c2ccc(F)cc2)CC1)c1ccc(-n2ccnc2)cc1 (stereo unspecified)	-4%	8%	-1%	-14%	i	3%	-7	5%	7%
O=C(CSc1nc(-c2ccccc2)cs1)N1CCc2ccccc21	.	12%	-3%	0%	.	-1%	?	-10%	0%
Clc1cc(Cl)c2nc(N3CCCCC3)sc2c1	62%[activator]	14%	-22%	-5%	i	3%	?	-1%	7%
Cc1ccc(-c2cc(C(=O)NN)n[nH]2)o1	6%	-37%[inhibitor]	4%	-7%	i	-7%	.	7%	-4%
COc1ccc(Cl)c(CNC[C@H]2O[C@@H](n3cnc(C(N)=O)n3)[C@H](O)[C@@H]2O)c1	2%	-7%	-10%	-6%	i	2%	6	-15%	4%
CC(C(=O)N1CCN(C(=O)c2ccco2)CC1)n1sc2ccccc2c1=O (stereo unspecified)	11%	-2%	8%	-13%	i	3%	5	7%	8%
O=C(O)COc1ccc(Cl)cc1CO	5%	3%	0%	4%	i	10%	27	-7%	-10%
CN1C(=O)N(c2ccccc2)C(Nc2nncs2)C1(C)C (stereo unspecified)	11%	1%	-1%	5%	i	10%	7	-14%	10%
C=CCn1c(C)cc(C(=O)COC(=O)c2n[nH]c(=O)c3ccccc23)c1C	53%[activator]	6%	-2%	1%	i	-2%	8	-3%	-16%
Cn1nc(C(F)(F)F)c(-c2cccc(C(F)(F)F)c2)c1NC(=O)Nc1ccc(F)cc1	-10%	8%	-54%	-132%[inhibitor]	i	-16%	-1	-24%	-17%
C=CCn1c(SCc2cc(=O)n3ccsc3n2)nc2cc(Cl)ccc2c1=O	-25%	0%[9.22 µM]	-14%	?	i	7%	8	-1%	2%
C/C(=N\NC(=O)COc1ccc(C(C)(C)C)cc1)c1ccc(-n2ccnc2)cc1	25%	?	-23%	?	i	?	?	?	?
N#CCCN(C(=O)Nc1ccc(Cl)cc1)c1ccccc1	1%	0%	5%	-2%	?	4%	7	-7%	0%
CC(C)n1nccc1N(Cc1ccc(Cl)cc1)S(=O)(=O)c1ccccc1	-28%	2%	-33%	2%	i	-23%	-71*	?	-22%

5 compounds drawn at random from those above, as already listed:
SMILES	ATXN2 expr inh	MCF10A rereplic	HepG2 tox	SW480 rerep	ATXN viability	HT1080-NT tox	IL-1B inflam inh	KB-3-1 tox	HT1080 IDH1KD tx
C=CCn1c(C)cc(C(=O)COC(=O)c2n[nH]c(=O)c3ccccc23)c1C	53%[activator]	6%	-2%	1%	i	-2%	8	-3%	-16%
CCn1c(C)nc2c(=O)oc3ccccc3c21	11%	-1%	8%	-9%	i	0%	-5	1%	-1%
COc1ccc(-n2c(C)nc3cc(C(=O)NC4CCCCCC4)ccc32)cc1	3%	.	-42%	.	i	.	.	2%	.
CC(Cc1c[nH]c2ccccc12)NC(=O)OCCCl (stereo unspecified)	-11%	-3%	-6%	-18%	i	5%	-8	3%	0%
CCN1C(=O)[C@@H]2[C@@H](c3ccc(-c4ccccc4)cc3)N3CCC[C@@]3(C(=O)OC)[C@@H]2C1=O	-2%	5%	8%	5%	i	39%	-3	-7%	-4%

Further results
SMILES	ATXN2 expr inh	MCF10A rereplic	HepG2 tox	SW480 rerep	ATXN viability	HT1080-NT tox	IL-1B inflam inh	KB-3-1 tox	HT1080 IDH1KD tx
COc1ccc(OC)c(CNC(=O)c2c(C)oc3ncn(CC(C)C)c(=O)c23)c1	-8%	.	-23%	.	?	.	.	-4%	.
COc1ccc(N=C2S/C(=C\c3ccc(Cl)c([N+](=O)[O-])c3)C(=O)N2CCN(C)C)cc1	.	?	-133%	-6%	10µM*	?	-61*	-9%	21µM*
O=C(c1cnccn1)N1CCN(c2ccccc2F)CC1	-8%	3%	-38%	-8%	i	0%	20	21%	0%
c1ccc2[nH]c(SCc3cscn3)nc2c1	22%	24%	0%	-3%	i	17%	?	0%	15%
CCOc1cccc(N(C(=O)C2COc3ccccc3O2)C(C(=O)NC2CCCCC2)c2ccc(O)cc2)c1 (stereo unspecified)	-13%	?	-10%	17%	i	-14%	-4	-1%	-20%
CC1CCCC(C)N1S(=O)(=O)c1ccc(NC(=O)c2ccccc2C(=O)N2CCOCC2)cc1 (stereo unspecified)	0%	-4%	-1%	1%	i	8%	-4	4%	-7%[9.24 µM]
O=C(Nc1ccc(-c2noc(-c3ccccc3F)n2)cc1)c1cccs1	5%	13%	6%	-2%	i	7%	-13	17%	-3%
O=C(Nc1cccc(S(=O)(=O)N2CCCCC2)c1)Nc1ccc(Cl)cc1Cl	?	7.3µM*	10%	?	?	21µM*	-87*	?	16µM*
O=C(NCC(c1ccco1)N1CCN(c2ccccc2)CC1)c1ccco1 (stereo unspecified)	-7%	2%	23%	-8%	?	-6%	3	-5%	1%
C=CCSC1=N/C(=C/c2ccsc2)C(=O)N1c1ccccc1	-3%	-1%	0%	-1%	i	-3%	12	7%	8%
Fc1ccc2c(c1)C(c1ccncc1)=NNC(c1cccnc1)=N2	.	-2%	-9%	-17%	.	0%	-21	0%	-8%
O=C(Nc1c(C(=O)N2CCN(c3ccccc3F)CC2)oc2ccccc12)c1ccccc1F	-4%	.	-29%	.	i	.	.	-15%	.
N#C/C(=C/c1ccccc1)C(=O)OCC(=O)Nc1ccccc1[N+](=O)[O-]	1%	8%	-4%	-13%	i	5%[9.24 µM]	7	23%	4%
CN(C)c1ccc(C(=O)C(=O)c2ccccc2)cc1	51%[activator]	-4%	9%	-23%	i	1%	-1	-3%	7%
Cc1[nH]n(-c2ccccc2)c(=O)c1N=Nc1ccccc1C(=O)N1CCCCC1	.	-1%	0%	2%	i	-7%	8	0%	6%
O=C(CSc1nnc(-c2ccncc2)n1-c1ccccc1)N1CCN(c2ccc(Cl)cc2)CC1	1%	?	-10%	-10%	i	10%	14	-3%	5%
